# G9a block: inhibitors of human histone lysine methyltransferase G9a; G9a H3K9 monomethylation, AlphaScreen, 2 h; Q96KQ7; Potency, µM (titrated, usually from 102 µM), inactives show at the highest dose activity, negative = inhibition, actives largely listed as inhibitors; AID 504332; 350,000 tested, 8.8% active; note: potency is the fitted concentration of half-maximal effect; % is set by controls: 0 for no effect and ±100 for the full control effect; nearly all actives have a fitted effect of over 75% in size
# Target sequence (Q96KQ7 913-1193 limits assumed): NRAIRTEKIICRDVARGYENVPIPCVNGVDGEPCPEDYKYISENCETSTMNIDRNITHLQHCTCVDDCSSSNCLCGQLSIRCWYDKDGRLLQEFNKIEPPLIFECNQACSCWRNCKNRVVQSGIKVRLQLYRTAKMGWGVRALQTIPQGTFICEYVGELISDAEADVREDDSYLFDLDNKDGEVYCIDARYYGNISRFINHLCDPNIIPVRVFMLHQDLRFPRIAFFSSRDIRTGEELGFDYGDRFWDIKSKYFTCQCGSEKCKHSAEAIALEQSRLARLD
#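 Signal arises when biotinylated H3K9 peptide, once monomethylated, bridges streptavidin donor and antibody-captured acceptor beads. Enzyme at 20 nM was preincubated 15 min with test compounds; peptide 500 nM and SAM 20 uM then reacted for 2 h.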
# Pin1 inhibitor: blocks the human prolyl isomerase Pin1; 390,000 tested, 0.009% active; Pin1 FP peptide displacement, HiFluor488, 10 min; Potency, µM (top dose mostly 115 µM), inactives show top-dose activity, negative = inhibition, most hits filed as inhibitors; Q13526; active = well fitted inhibition curve with a large enough effect in the polarisation, with a control signal flat, not every such curve was filed as active; inconclusive = small, poorly fitted or top-dose-only effect, or effect the other way, or a change in a side signal; inactive = no such curve, though single readings can be large or run the other way; the % refers to the polarisation; note: potency is the fitted concentration of half-maximal effect; % is set by controls: 0 for no effect and ±100 for the full control effect
# PI4K2A inh: PI4K2A (human) kinase inhibition; Q9BTU6; purified PI4K2A, ADP-Glo luminescence, 1 h; hits give low values; activity change, negative = inhibition, % at 76.9 µM; 420,000 tested, 0.13% active; in the data active = activity change below about -50%; inconclusive = mostly about -30% to -49%;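 note: -100% = wells without enzyme as full effect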
# Target sequence (Q9BTU6 whole entry, looked up): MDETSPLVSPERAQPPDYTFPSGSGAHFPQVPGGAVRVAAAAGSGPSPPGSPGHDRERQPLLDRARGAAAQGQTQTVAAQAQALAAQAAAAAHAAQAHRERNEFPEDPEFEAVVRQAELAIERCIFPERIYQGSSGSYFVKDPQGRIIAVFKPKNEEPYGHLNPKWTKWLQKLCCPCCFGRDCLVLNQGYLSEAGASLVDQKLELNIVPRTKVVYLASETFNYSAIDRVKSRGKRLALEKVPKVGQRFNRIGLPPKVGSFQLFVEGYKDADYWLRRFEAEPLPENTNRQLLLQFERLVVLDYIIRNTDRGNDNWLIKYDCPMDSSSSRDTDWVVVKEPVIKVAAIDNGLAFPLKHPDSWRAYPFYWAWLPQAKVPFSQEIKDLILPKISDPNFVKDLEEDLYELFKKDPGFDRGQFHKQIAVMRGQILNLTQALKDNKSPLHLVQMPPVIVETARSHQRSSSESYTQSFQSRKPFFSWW
#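 Compounds are screened against recombinant PI4K2A using PI as substrate and ATP, the latter dispensed at 300 microM. Reactions run one hour at ambient temperature before ADP-Glo detection; full inhibition defined by wells lacking enzyme.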
# ERG-DNA inh: ERG Ets/DNA interaction inhibition; 370,000 tested, 0.028% active; Potency, µM (highest dose often 76.9 µM), inactives show at the top dose FP activity, negative = inhibition, actives largely listed as inhibitors; P11308; AID 624246; fluorescence polarization, His-ERG Ets domain / labelled DNA; active = well fitted inhibition curve with a large enough effect in the polarisation, with a control signal flat; inconclusive = small, poorly fitted or top-dose-only effect, or effect the other way, or a change in a side signal; inactive = no such curve, though single readings can be large or run the other way; the % refers to the polarisation;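 note: polarization taken with two DNA probes labelled with fluorescein and Texas red; potency is the fitted concentration of half-maximal effect; % of control where 0% means no effect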
#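 His-tagged ERG Ets domain (1 uM in the protein solution; 300mM KCl, 50mM Tris-HCl, 1mM EDTA, 1mM DTT, pH 7.5) received compound, then a probe mix of 5 nM fluorescein-DNA and 100nM Texas-615-DNA. Fluorescence polarization was read for both dyes.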
# PGK inhibitor: T. brucei PGK inhibition; P07378; Potency, µM (series often up to 57.5 µM), without a hit: top-dose activity change, negative = inhibition, hits mostly inhibitors; PGK/GAPDH coupled, Kinase-Glo luminescence, 60 min; 380,000 tested, 0.043% active; note: potency is the fitted concentration of half-maximal effect; % is set by controls: 0 for no effect and ±100 for the full control effect; nearly all actives have a fitted effect of over 60% in size
#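 Recombinant glycosomal PGK reaction used 1,3-bisphosphoglycerate generated in-well by GAPDH (100nM final) in 100mM TEA pH 7.6, 5mM MgCl2, 0.01% Tween-20. After 60 minutes at room temperature, ATP was read by Kinase-Glo Plus luminescence end-point.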
# HP1b binding inh: blocks HP1-beta chromodomain binding to methylated histone tails; P83916; Potency, µM (top dose mostly 114 µM), inactives show at the highest dose activity change, negative = inhibition, most hits filed as inhibitors; AID 540317; 390,000 tested, 0.56% active; AlphaScreen HP1-beta / biotin-H3K9me3 peptide binding; note: potency is the fitted concentration of half-maximal effect; nearly all actives have a fitted effect of over 70% in size; inactives centre near 23
# Target sequence (P83916 whole entry, looked up): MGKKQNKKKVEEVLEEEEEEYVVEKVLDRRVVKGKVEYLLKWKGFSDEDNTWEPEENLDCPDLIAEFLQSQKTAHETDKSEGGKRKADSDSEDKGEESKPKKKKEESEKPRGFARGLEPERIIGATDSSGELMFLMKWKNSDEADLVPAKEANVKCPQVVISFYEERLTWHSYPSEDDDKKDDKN
#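 AlphaScreen: HP1-beta (50 nM) preformed 30 min with biotin-H3(1-18)K9me3 peptide (50 nM) in PBS pH 7.4, 0.01% Tween-20. Compound added for 30 min at RT, then streptavidin donor/nickel chelate acceptor beads (10 ug/mL) for 30 min.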
# GLS inh: blocks human kidney-isoform glutaminase activity; O94925; GLS enzymatic activity, qHTS titration; Potency, µM (titrated, usually from 45.5 µM), for the others: at the highest dose activity change, negative = inhibition, hits mostly inhibitors; 410,000 tested, 0.21% active; note: potency is the fitted concentration of half-maximal effect; % is set by controls: 0 for no effect and ±100 for the full control effect
#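 Assay buffer: 45 mM KH2PO4 pH 8.2, 0.02% Tween-20. hKGA acts on L-glutamine (1 mM solution added); product glutamate is reported by an oxidase/peroxidase Amplex Red coupling, with fluorescence taken at baseline and 30 min.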
# BAZ2B inh: inhibitors of human BAZ2B bromodomain | Q9UIF8 | AlphaScreen BAZ2B-H3K14Ac peptide displacement | Potency, µM (doses to about 114 µM), inactives show at the top dose activity change, negative = inhibition, usual class: inhibitors | 360,000 tested, 4.4% active | AID 504333; note: potency is the fitted concentration of half-maximal effect; % is set by controls: 0 for no effect and ±100 for the full control effect; nearly all actives have a fitted effect of over 60% in size
#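 Inhibition is scored as reduced AlphaScreen emission. The BAZ2B/b-H3(5-23)K14Ac complex (50 nM each) in PBS pH 7.4, 0.01% Tween-20 meets compound (up to 110 uM) for 30 min at RT before bead addition.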
# JMJD2A Tudor: blocks the human JMJD2A Tudor domain | 390,000 tested, 4.4% active | AID 504339 | O75164 | Potency, µM (top dose mostly 114 µM), inactives show at the top dose activity change, negative = inhibition, most hits filed as inhibitors | AlphaScreen JMJD2A-Tudor / H3K4me3 peptide binding; note: potency is the fitted concentration of half-maximal effect; % is set by controls: 0 for no effect and ±100 for the full control effect; nearly all actives have a fitted effect of over 50% in size
# The depositor's hits bear a star; i = inactive; ? = inconclusive; · = not tested or not shown; & = joins results of further samples; [ ] = remark or other dose. Unless noted, calls come from the whole dose curve; as a rule, active = well fitted curve in the direction sought with a large enough effect; inconclusive = small, poorly fitted or top-dose-only effect, or another doubt; inactive = no such curve, though single readings can be large; an effect the other way counts as inactive or inconclusive.
# Results follow in this order: G9a block, Pin1 inhibitor, PI4K2A inh, ERG-DNA inh, PGK inhibitor, HP1b binding inh, GLS inh, BAZ2B inh, JMJD2A Tudor
[1] O=C1NC(=O)C2C1C1(Cl)C(Cl)=C(Cl)C2(Cl)C1(Cl)Cl (stereo not drawn)
 : ·, -2.4%, 0.5, 10.3%, i, 12.0%[57 µM], 1.1%, ·, -14.5%
[2] CCOC(=O)c1ccc(N2C(=O)CC(N3CCC(O)(c4ccc(Cl)cc4)CC3)C2=O)cc1 (stereo not drawn)
 : ?, 3.9%, -0.2, -1.7%, -5.1%, 65.8%[activator], -0.6%, 0.7%, 6.6%
[3] Cc1ccc(C)c(CN2C(=O)c3ccccc3Sc3ccc(C(=O)N4CCC5(CC4)OCCO5)cc32)c1
 : -4.9%[59 µM], -0.2%, 4.4, -0.7%, 9.3%, 1.0%, 7.4%, -24.4%, -27.2%
[4] Clc1ccc(Sc2oc(/C=N/n3cnnc3)cc2Br)cc1
 : -2.3%, ?, -1.9, -1.5%, -1.2%, 9.5%, -14.3%, 10.4%, 89.1µM*
[5] CN(C)CCCN=Cc1c(O)n(CCc2ccc(F)cc2)c(=O)[nH]c1=O
 : ?, 10.3%, 4.8, -11.3%, -0.6%, 30.1%[activator], 9.5%, -15.7%, -2.9%
[6] C=CCn1c(O)c(Cc2ccc(OCC)cc2)c(=O)[nH]c1=O
 : 2.9%, 1.1%, -2.9, -9.0%, 3.7%, -11.8%, -2.6%, 0.5%, 31.6µM*
[7] CCCCCCn1c(=O)c(C(=O)Nc2ncccc2O)c(O)c2ccccc21
 : -9.6%[0.501 µM], 3.2%, 4.5, -3.3%, -3.0%, 1.3%, 9.5%, -1.8%, ?
[8] CCOC(=O)C1(c2ccccc2)CCN(CC(=O)Nc2ccc(C)cc2)CC1
 : ?, -3.5%, -6.8, -12.1%, -2.1%, 39.8%[activator], 1.2%, -24.4%, -9.2%
[9] CCC1CCCCN1P(=O)(c1ccc(C)o1)C(C)(C)C (stereo not drawn)
 : ?, 1.2%, 0.6, 10.3%, ·, 33.5%, -1.3%, 9.2%, -4.3%
[10] CCS(=O)(=O)NCc1nnc2n1-c1ccc(Br)cc1C(c1ccccc1Cl)=NC2
 : ·, -1.8%, -3.7, 6.3%, -2.2%, 29.9%, 11.5%, ·, -14.0%
[11] COc1ccccc1CN1CCN(Cc2ccc(Cl)cc2)CC1
 : 3.55µM*, -10.1%, -1.7, -1.7%, -0.8%, ?, 2.8%, 17.8µM*, 39.8µM*
[12] CC(C)(C)C(=O)N1Cc2cnnn2-c2ccccc2C1C#N (stereo not drawn)
 : ·, -3.8%, 1.0, -2.5%, 6.2%, 23.5%, 5.0%, ·, -12.3%
[13] COC(=O)COc1cc(C)cc2oc(=O)c3c(c12)CCCC3
 : 27.9%[59 µM], -8.0%, -1.8, ·, -8.5%, 20.5%, 3.0%, 1.2%, -4.7%
[14] Cc1ccc(-c2nc3ccccc3c(=O)n2-c2ccncc2)cc1
 : 13.6%[59 µM], 0.9%, -5.8, -1.6%, -10.0%, 21.9%, 2.7%, 4.0%, -1.9%
[15] CCOC(=O)c1ccc(N=Cc2c(O)n(-c3ccc(OC)cc3)c(=S)[nH]c2=O)cc1
 : -4.9%[0.501 µM], ?, -0.6, 43.8%[activator], i, 17.3%, 0.4%, ?, -25.5%
[16] NCCc1c[nH]c2ccccc12
 : 15.3%[59 µM], 3.8%, 0.9&-2.8, 10.8%, -5.0%, -3.8%, 26.7%, -35.2%, ?
[17] Cc1[nH]nc2ccc(-c3cncc(OC[C@@H](N)Cc4c[nH]c5ccccc45)c3)cc12
 : ·, 4.5%, -5.6, 8.3%, -5.5%, -35.8%, 21.9%, ·, 35.5µM*
[18] N#C/C(=C\c1ccc(N2CCCCC2)c([N+](=O)[O-])c1)c1nn(-c2ccccc2)c(N)c1C#N
 : -18.9%, 2.2%, 2.0, -5.5%, 5.9%, -26.7%, 3.5%, ?, -29.3%
[19] COC(=O)[C@@H](NC(=O)c1cc(COc2cncc(Cl)c2)on1)c1ccccc1
 : -5.0%, 1.2%, -3.6, 2.1%, i, 39.8%[activator], -3.7%, -1.5%, 0.7%
[20] O=C1NC(=O)C2(Cc3ccccc3N3CCCC32)C(=O)N1c1cccc(Cl)c1 (stereo not drawn)
 : 31.6µM*, 4.8%, 0.7, 1.8%, 4.3%, 30.9%[activator], -13.9%, 9.7%, -32.4%
[21] CSc1nc(N2CCN(C)CC2)c2ccccc2n1
 : -2.0%, -1.4%, -0.5, 3.3%, -7.4%, 4.5%, 0.0%, 0.8%, -15.5%
[22] O=C1NC(=O)C(CCc2ccncc2)(CCc2ccccn2)C(=O)N1c1ccc(Br)cc1 (stereo not drawn)
 : 1.6%[12.7 µM], 4.3%, 0.1, -2.8%, -6.7%, 37.2%[activator], 1.8%, 89.1µM*, -10.0%
[23] CCOc1ccccc1Oc1coc2cc(OC(=O)N(C)C)ccc2c1=O
 : -4.4%, -6.7%, -2.2, -15.5%, -6.1%, 39.1%[activator], 2.1%, -2.0%, -19.1%
[24] O=c1[nH]c(=O)n(-c2cccc3ccccc23)c(O)c1/C=N/N1CCCCC1
 : 2.8%, 3.0%, 2.4, 0.3%, 3.0%, 34.7%[activator], ?, -23.6%, -0.3%
[25] CC(=O)N1N=C(c2c(O)n(C)c(=O)n(C)c2=O)CC1c1ccccc1 (stereo not drawn)
 : 39.8µM*, 0.0%, -0.9, 1.1%, -2.5%, 54.7%[activator], 2.1%, -21.9%, -29.2%
[26] Cc1cccc(C(O)(C(=O)NNC(=O)CN2CCN(C)CC2)c2cccc(C)c2)c1
 : 70.8µM*, -11.2%, 6.3, ·, -3.0%, 10.6%, 8.2%, -3.2%, -9.3%
[27] O=c1c2ccccc2nc(/C=C\c2cccc(Br)c2)n1-c1ccc(O)cc1
 : 22.2%[59 µM], -2.4%, -2.9, -2.0%, -9.7%, 30.0%, 0.0%, -1.2%, -20.9%
[28] Cc1ccccc1-n1c(-c2ccc([N+](=O)[O-])cc2)nc2ccccc2c1=O
 : 70.8µM*, 0.4%, -17.9, 0.0%, i, -8.9%, -4.1%, -35.0%, -26.9%
[29] CSc1ccc(CN2CCN(Cc3ccccc3Cl)CC2)cc1
 : 4.47µM*, -4.9%, -1.2, 3.4%, -3.4%, ?, -1.2%, 17.8µM*, 5.01µM*
[30] CCOc1ccc(-n2c(-c3cccs3)nc3ccccc3c2=O)cc1
 : 10.5%[0.501 µM], -2.3%, -4.6, 0.3%, i, 37.4%, -4.9%, 2.3%, -7.6%
[31] CCN(CC)CCCOC(=O)C(OC(C)C)(c1ccccc1)c1ccccc1
 : -16.9%[59 µM], 3.7%, -4.5, -6.3%, 14.9%, 6.3%, 1.6%, -0.2%, -12.8%
[32] Cc1cc(OCC(=O)OC(C)(C)C)c2c3c(c(=O)oc2c1)CCC3
 : -2.7%, -3.1%, 4.4, -4.4%, -6.1%, 81.4%[activator], 3.6%, 14.2%, -15.7%
[33] CCOc1ccc(N2C(=O)NC(=O)/C(=C\c3cc(OC)c(OC)cc3[N+](=O)[O-])C2=O)cc1
 : 17.8µM*, ?, -22.0, -7.7%, i, -17.0%, -14.8%, ?, ?
[34] COC(=O)C(O)(c1cn(C)c2ccccc12)C(F)(F)F (stereo not drawn)
 : 2.2%[12.7 µM], -0.6%, -3.5, 5.3%, -0.7%, 37.1%, -0.4%, 2.2%, 9.1%
[35] COCCN(CCOC)C(=O)CCn1c(=O)oc2ccccc21
 : ?, -13.3%, 1.1, -0.2%, 6.6%, 16.2%, 9.1%, -3.9%, ?
[36] Cc1nc2cc(-c3cccc(F)c3)nn2c(C)c1CCC(=O)N1CCC2(CC1)OCCO2
 : -30.4%, -1.7%, 3.7, -5.6%, -9.2%, 40.2%[activator], -1.5%, -3.9%, -14.4%
[37] CN1CN(c2cccc([N+](=O)[O-])c2)CN=C1N[N+](=O)[O-]
 : -32.9%, 4.7%, 3.4, 0.4%, 3.2%, 48.3%[activator], 1.5%, -2.9%, -10.2%

# Screening results deposited in PubChem BioAssay by National Center for Advancing Translational Sciences (NCATS).

# Only part of the results is shown (hit frequency here may not be typical).
